STEP block: blocks human striatal-enriched tyrosine phosphatase; P54829; recombinant STEP, OMFP fluorogenic substrate, fluorescence; inhibition, % at 20 µM; 0.25% of 360,000 active;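 active = inhibition at 20 µM, scaled per plate between control wells, above about 37%, limit read from the data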;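 also: 0% = DMSO with enzyme and substrate and 100% = substrate only without enzyme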
Target sequence (P54829 whole entry, looked up): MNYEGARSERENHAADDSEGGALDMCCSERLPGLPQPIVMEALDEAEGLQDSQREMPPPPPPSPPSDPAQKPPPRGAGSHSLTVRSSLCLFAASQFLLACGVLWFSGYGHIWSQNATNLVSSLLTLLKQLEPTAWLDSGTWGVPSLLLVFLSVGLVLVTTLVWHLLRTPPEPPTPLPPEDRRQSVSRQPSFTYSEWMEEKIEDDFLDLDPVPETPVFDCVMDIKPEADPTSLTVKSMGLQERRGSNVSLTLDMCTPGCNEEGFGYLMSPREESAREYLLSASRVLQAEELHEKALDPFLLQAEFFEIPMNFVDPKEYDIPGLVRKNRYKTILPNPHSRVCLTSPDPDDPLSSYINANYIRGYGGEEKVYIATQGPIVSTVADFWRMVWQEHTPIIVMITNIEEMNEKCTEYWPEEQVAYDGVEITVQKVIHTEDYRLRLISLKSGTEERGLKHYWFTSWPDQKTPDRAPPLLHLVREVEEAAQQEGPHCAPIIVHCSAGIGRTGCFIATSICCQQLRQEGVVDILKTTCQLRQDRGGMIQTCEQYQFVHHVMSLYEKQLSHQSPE
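Material: STEP (striatal-enriched tyrosine phosphatase) enzyme, cell-free; Compound dosing: 20 µM single dose in 1% DMSO; Technique: fluorescence read at 480 nm ex / 540 nm em; Times: reaction 20 min, ambient temperature; Medium: 50 mM Bis-Tris pH 6.0 with 2.5 mM DTT and 0.005% Tween 20; Also added: OMFP at 25 µM.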
DNMT1 inh: DNMT1 (human) enzyme inhibition; AID 588458; DNMT1 molecular beacon, Hinp1I cleavage, fluorescence; inhibition (reported as % activation of signal), % at 10 µM; 0.83% of 360,000 active; P26358; in the data active = inhibition above about 50%
SKN-1 inh: blocks SKN-1 activity in C. elegans; C. elegans VP596 Pgst-4::GFP/RFP ratio, acrylamide-induced, 24 h; inhibition, % at 21.8 µM; 0.49% of 360,000 active; AID 624304;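 active = interference check ratio from 0.5 to 1.5 plus GFP to RFP signal ratio inhibition reaching or exceeding a fixed threshold, cut at about 30% in these data, passing the limit was not always enough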; also: some compounds called inactive have numbers as strong as hits
Scp1 inh: inhibitors of human Scp-1 phosphatase; Q9GZU7; Recombinant Scp1, phosphopeptide, malachite green phosphate absorbance; inhibition, % at 20 µM; 0.88% of 340,000 active;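 active = inhibition above about 50% at 20 µM, limit read from the data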;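 also: plate controls were DMSO wells with enzyme for no effect and wells lacking enzyme for full effect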
Target sequence (Q9GZU7 76-261 limits assumed): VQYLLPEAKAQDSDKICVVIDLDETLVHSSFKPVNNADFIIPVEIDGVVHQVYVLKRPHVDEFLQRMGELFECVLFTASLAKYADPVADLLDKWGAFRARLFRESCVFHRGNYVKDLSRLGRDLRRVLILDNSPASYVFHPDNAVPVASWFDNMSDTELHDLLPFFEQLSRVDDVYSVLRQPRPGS
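Times: enzyme reaction 45 min at room temperature, colour 5 min, stabilisation 30 min. Material: SCP-1 catalytic fragment, aa 76-261. Medium: Acidic Tris acetate buffer with magnesium and detergent. Signal: colorimetric free-phosphate detection, absorbance 630 nm. Read-out basis: % inhibition of SCP-1 phosphate liberation. Reagent: Phosphorylated 17-residue peptide substrate.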
NadD block: NadD (S. aureus) enzyme inhibition | inhibition, % at 20 µM | 0.78% of 360,000 active | purified NadD enzyme, colorimetric absorbance read-out; in the data active = inhibition above about 26%; also: some compounds past the cut are filed as inactive
TbMetRS inhib: Trypanosoma brucei MetRS inhibition. purified T. brucei MetRS, ATP depletion, Kinase-Glo luminescence. inhibition, % at 11.9 µM. 0.4% of 360,000 active. AID 624268;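 active = inhibition above a per-plate cutoff of the control wells' mean inhibition plus 3 SD, cut at about 5.5% in these data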;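 also: 0% = DMSO wells median and 100% = median of wells with control inhibitor compound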
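Material – parasite MetRS enzyme · Medium – HEPES-MgCl2-KCl buffer plus DTT, spermine, BSA, pyrophosphatase · Reagent – ATP, methionine and E. coli bulk tRNA substrates · Times – 15 min enzyme-compound preincubation, 2 h reaction, 10 min detection, 25 °C · Measured by – luminescence of leftover ATP · Evaluation – percent inhibition relative to median high and low control wells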
NRP1-CendR mod: alters CendR peptide binding to human NRP-1 | inhibition, % at 25 µM | 0.85% of 360,000 active | O14786 | FAM-RPARPAR peptide binding to NRP-1, fluorescence polarization;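 active = inhibition or corrected inhibition above about 18%, plus a signal ratio from 0.5 to 1.5, limit read from the data, passing the limit was not always enough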; also: strong numbers were not always called active
SUMO1-SIM PPI: alters human SUMO1 binding to SIM partners. P63165. SUMO1 binding to a labelled peptide, TR-FRET, 1 h. inhibition, % at 20 µM. 0.33% of 360,000 active; in the data active = inhibition above about 37%
Target sequence (P63165 whole entry, looked up): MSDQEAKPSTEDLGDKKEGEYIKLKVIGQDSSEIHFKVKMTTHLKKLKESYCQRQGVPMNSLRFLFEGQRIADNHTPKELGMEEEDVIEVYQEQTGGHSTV
Neddylation inh: cullin neddylation inhibition; 0.58% of 360,000 active; P61081+Q13564; TR-FRET cullin neddylation, biochemical; calls only at 25 µM; in the data active = inhibition above about 36%
LMPTP block: blocks human LMPTP phosphatase; recombinant LMPTP-A, OMFP fluorogenic substrate, fluorescence intensity; inhibition, % at 20 µM; 0.22% of 360,000 active;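 active = compounds that cut the enzyme signal by at least half of the control window in the single-dose screen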;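 also: plate controls were DMSO wells with enzyme plus substrate for no effect and substrate without enzyme for full effect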
Target sequence (P24666 whole entry, looked up): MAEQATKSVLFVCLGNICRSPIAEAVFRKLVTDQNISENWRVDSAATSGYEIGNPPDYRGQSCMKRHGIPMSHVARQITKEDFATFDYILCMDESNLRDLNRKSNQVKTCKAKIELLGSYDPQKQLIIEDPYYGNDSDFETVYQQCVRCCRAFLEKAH
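Assay system: LMPTP-A phosphatase enzyme | Input: 0.625 nM enzyme | Also added: Fluorogenic phosphatase substrate OMFP at 400 µM final | Compound dosing: One test concentration per compound, 20 µM, with 3% DMSO overall | Schedule: 50 min enzyme reaction at room temperature, protected from light | Signal: Fluorescence intensity | Benchmarks: no-enzyme and uninhibited controls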
* = called active by the depositor; i = inactive; / = no result given.

SMILES | Neddylation inh | STEP block | SUMO1-SIM PPI | TbMetRS inhib | LMPTP block | Scp1 inh | SKN-1 inh | DNMT1 inh | NadD block | NRP1-CendR mod
Cc1cc(C)nc(NC(=O)Cc2cccs2)n1 | i | -14 | 0 | -0.5 | -2.5 | 6 | -6 | 0 | -3 | 1
C=CCNc1oc(-c2ccc(OC)cc2)nc1C#N | / | 0 | -2 | -0.6 | 0.8 | -6 | 10 | -1 | 1 | -11
COc1ccc(-c2cccc(-c3cc(=O)oc4ccc(C(C)(C)C)cc34)c2)cc1 | i | 6 | -1 | -2.5 | 2.7 | -1 | 8 | 4 | 3 | 0
COc1ccc(Cn2c(-c3ccco3)nc3oc4cc(OC)ccc4c(=O)c3c2=O)cc1 | i | 9 | 16 | -0.4 | 33 | 79* | -5 | 61* | 25 | -34
CC1CCCc2sc3ncn(N)c(=N)c3c21 (stereo not drawn) | i | -1 | 6 | -1.1 | 1.4 | -5 | 27 | -1 | -5 | -3
CCN1CCN(C(=O)c2ccc3c(c2)N(Cc2ccc(C)cc2)CCS3)CC1 | i | 1 | 3 | 0.9 | 0.8 | -9 | -6 | -1 | 1 | 4
CCOC(=O)Cc1csc(NC(=O)CSc2nnc(C(C)C)n2CC)n1 | i | 8 | 1 | -0.5 | -0.4 | 0 | 16 | 1 | -2 | 0
O=C(Nc1ccccc1Cl)C1CC(=O)N(Cc2ccco2)C1 (stereo not drawn) | i | -1 | 6 | -0.3 | -1.9 | -4 | 6 | 6 | -2 | 4
O=C(NCCNC(=O)c1ccccc1F)c1ccccn1 | i | 0 | 0 | -0.4 | -1.4 | -6 | 8 | -1 | 1 | 8
CCCn1c(SCC(=O)Nc2ccccc2Oc2ccccc2)n[nH]c1=O | i | -5 | 2 | 3.1 | -2.0 | -16 | 4 | 0 | -1 | -6
N#CC1(Nc2ccccc2)C(=O)Nc2ccccc21 (stereo not drawn) | i | -2 | -7 | 0.2 | 0.6 | -5 | 24 | -6 | 0 | 3
O=C(O)CCCCCNc1nc(-c2ccccc2)nc2ccccc12 | i | 1 | 12 | -0.5 | 59* | -5 | 29 | 1 | 2 | -4
O=C(NCCCN1CCOCC1)c1cccc(NS(=O)(=O)c2ccc(Br)cc2)c1 | i | 1 | -2 | -0.4 | -4.3 | -8 | -9 | -1 | -6 | 12
CC1CCCC(NC(=O)COC(=O)/C=C/c2ccc(F)cc2)C1C (stereo not drawn) | i | 1 | -1 | -0.2 | -0.6 | -5 | 8 | 14 | -2 | 5
COC(=O)c1ccc(COc2ccc(C=O)cc2)o1 | i | 0 | 4 | 0.1 | 0.4 | 1 | -7 | -2 | -6 | -1
O=C(CCc1ccccc1)N/N=C/c1cccc([N+](=O)[O-])c1 | i | -1 | -5 | 1.9 | 1.5 | -4 | 7 | 4 | 3 | 3
CCOC(=O)N1CCN(Cc2c(F)cccc2Cl)CC1 | i | -2 | 0 | -0.3 | -3.6 | -2 | 7 | 1 | 0 | -9
O=C(NCCCn1cccn1)C1CCC(=O)N(CCc2ccccc2)C1 (stereo not drawn) | i | -5 | -6 | -0.3 | -0.1 | -5 | 26 | -4 | 0 | 4
O=C(NCC(=O)N1CCN(c2ccccc2)CC1)c1ccccc1 | i | 0 | 0 | -1.3 | -1.5 | 1 | -22 | 3 | -5 | 4
COc1cc2c(cc1OC)C(C(=O)Nc1ccc(F)c(Cl)c1)CC(=O)N2 (stereo not drawn) | i | 1 | 3 | -0.5 | 0.7 | -2 | 1 | 3 | -3 | 13
COc1ccc(Cl)cc1NC(=O)CN(C)C(=O)C1COc2ccccc2O1 (stereo not drawn) | i | 1 | -8 | -0.4 | 0.6 | 2 | -8 | -2 | -1 | -1
O=C(NCc1cccc(F)c1)c1ccc(N2C(=O)Cn3c(cc4sccc43)C2=O)cc1 | i | 1 | 5 | -0.6 | -0.5 | -5 | 10 | -9 | 8 | -4
CNC(=O)c1c(NC(=O)c2ccco2)sc(C)c1C | i | 1 | 2 | -0.3 | -0.7 | 3 | -2 | 1 | -3 | -1
CCOc1ccccc1NC(=O)CNC(=O)c1nn(-c2ccc(OC)c(OC)c2)c(=O)c2ccccc12 | i | 2 | -14 | -0.8 | 0.9 | -10 | -1 | -3 | -10 | 5
Cn1ncc(SCc2ccccc2)c(Cl)c1=O | i | -3 | -9 | -0.3 | -2.8 | -4 | 13 | 1 | 1 | 6
CCc1ccccc1NC(=O)Nc1ccc(F)cc1 | i | 0 | 1 | -0.4 | -0.1 | -4 | 0 | 1 | -7 | 12
COc1ccccc1C(O)(C(=O)NN(C(=O)c1ccccc1)c1ccccc1C)c1cccs1 (stereo not drawn) | i | -2 | -1 | -1.8 | -0.9 | 10 | 9 | 3 | 5 | -1
COc1ccc(C(CC(=O)c2ccccc2)CC(=O)c2ccccc2)cc1 | i | 2 | 1 | -0.4 | 4.2 | -22 | 5 | -1 | -1 | 12
COc1ccccc1C(=O)C1CCCN(C(=O)c2cccnc2SC)C1 (stereo not drawn) | i | 0 | -4 | -0.2 | -0.1 | -11 | -5 | 1 | 0 | 4
CCc1ccc(CN2CCN(c3ncccn3)CC2)cc1 | i | -1 | 9 | -0.6 | -2.4 | -2 | -5 | 2 | -9 | -8
CCN(c1ccccc1)S(=O)(=O)c1ccc(C(=O)N(CCCN(C)C)c2nc3c(C)cccc3s2)cc1 | i | -2 | -4 | -0.6 | 0.7 | 9 | -9 | 3 | -9 | 6
CC(Sc1ncccn1)C(=O)Nc1ccc2c(c1)OCO2 (stereo not drawn) | i | 1 | 1 | -0.2 | -1.0 | -10 | -3 | -5 | 1 | 16
COc1cc2c(cc1OC)C(C(=O)NC(C)c1ccccc1)CC(=O)N2 (stereo not drawn) | i | 2 | -5 | -1.4 | -1.3 | -3 | 0 | 9 | 2 | -8
O=C(CCc1nc(-c2cccs2)no1)NCc1ccc(F)cc1Cl | i | -2 | 0 | 0.1 | 0.8 | -12 | 9 | -2 | -4 | -14
O=C(CN(Cc1ccccc1Cl)C(=O)CN1C(=O)CSc2ccccc21)NC1CC1 | i | -1 | -2 | -0.5 | -0.6 | 3 | 7 | 0 | -3 | 1
CCOC(=O)[C@H](C)N1[C@H](C)[C@H](c2ccccc2)Oc2ccc(Cl)cc2S1(=O)=O | i | 3 | 5 | -0.5 | 2.3 | -11 | -12 | 8 | -4 | -2
CC1=CS/C(=C(/C#N)C(=O)N2CCOCC2)N1c1ccccc1 | i | 5 | -3 | 0.7 | -1.4 | 7 | 11 | -2 | -4 | 4
C=C(C)C1CC=C(C)/C(=N/NC(=O)COc2ccc(C)cc2)C1 (stereo not drawn) | i | 2 | 0 | -0.3 | -0.2 | -2 | 9 | 3 | 1 | -7
Cc1ccc(NC(=O)COC(=O)C2=NNC(=O)CC2)c(Br)c1 | i | -1 | -2 | -0.7 | -0.6 | 8 | -2 | 3 | -1 | 8
CCOC(=O)Nc1ccc(C)cc1Br | i | 0 | 3 | 0.2 | -1.5 | -3 | -7 | 3 | -1 | -9
CCOc1ccc(-c2cc(CCCC(=O)NCCC(C)C)no2)cc1 | i | -3 | -1 | -0.1 | -0.5 | -7 | -10 | 1 | -2 | 6
Cc1ccc(C)c(NS(=O)(=O)c2ccc(OCC(=O)N3CCCC3)cc2)c1 | i | 0 | 4 | -1.5 | -0.1 | 0 | 13 | 3 | 3 | -5
Cc1ccc(C(C(=O)NC2CCCC2)N(C(=O)CCC(=O)Nc2cc(C)on2)c2ccccc2)cc1 (stereo not drawn) | i | -2 | 3 | -0.3 | -0.8 | 2 | 13 | 4 | 2 | -3
CCN1CCN(CCOCCOc2ccccc2)CC1 | i | 1 | 3 | -1.6 | -2.9 | 0 | 0 | 3 | -1 | -3
CC(C)(C)C(C(=O)n1cccc1C#N)c1ccccc1 (stereo not drawn) | i | 6 | -2 | -0.3 | 0.9 | -11 | 3 | 2 | -5 | 2
CN(C)CC1C2CCC(C2)C1O (stereo not drawn) | i | 0 | -2 | -0.1 | 0.3 | -8 | 5 | -1 | 0 | -6
CCCCC[C@H](C)N1C[C@@H](COCc2ccccc2)Oc2cc(N3CC[C@H](N(C)C)C3)ccc2S1(=O)=O | i | / | -58 | -0.4 | 0.3 | / | 25 | / | 9 | -7
COc1ccc(OC)c(NC(=O)CS(=O)(=O)Cc2ccccc2)c1 | i | 0 | 13 | -0.1 | 0.0 | -5 | 12 | 4 | -4 | -5
COCCN1C2=C(C(=O)CC(C)(C)C2)C(c2ccc(O)c(OC)c2)C2=C1CC(C)(C)CC2=O | i | 1 | -10 | -0.2 | -0.3 | -9 | -1 | -9 | 6 | 9
O=C(CN1C(=O)NC(CCc2ccccc2)C1=O)Nc1cccc(Br)c1 (stereo not drawn) | i | -3 | 9 | 1.4 | 1.5 | -15 | -3 | -8 | -6 | 12
CS(=O)(=O)N1CCN(C(=O)C2c3ccccc3Oc3ccccc32)CC1 | i | -2 | -1 | -0.9 | -2.2 | 6 | 14 | -2 | 3 | -4
CCOC(=O)C1(C)CCN1C(=O)c1csnn1 (stereo not drawn) | i | -4 | 0 | -0.3 | 0.1 | / | 5 | 2 | 1 | -2
CCOc1ccccc1NC(=O)c1cccc2ccccc12 | i | -1 | -1 | -0.9 | 1.2 | -8 | 6 | 6 | -10 | 12
Cc1ccc2nc(-c3ccc4c(c3)NC(=O)CO4)cn2c1 | i | -2 | -2 | -0.8 | 73* | -15 | -13 | 14 | -1 | 4
CCOC(=O)c1ccc(NC(=S)N2CCN(S(C)(=O)=O)CC2)cc1 | i | 1 | -3 | -1.7 | -0.3 | -5 | 6 | 7 | -6 | 5

Individual results from the list.
Value for CCOC(=O)C1(C)CCN1C(=O)c1csnn1 (stereo not drawn) in NRP1-CendR mod: -2
Value for COc1ccc(OC)c(NC(=O)CS(=O)(=O)Cc2ccccc2)c1 in SKN-1 inh: 12

An excerpt from above in order of the NadD block value, falling:
| smiles | NadD block |
| --- | --- |
| O=C(CCc1ccccc1)N/N=C/c1cccc([N+](=O)[O-])c1 | 3 |
| O=C(NCCNC(=O)c1ccccc1F)c1ccccn1 | 1 |
| Cc1ccc(NC(=O)COC(=O)C2=NNC(=O)CC2)c(Br)c1 | -1 |
| COc1ccc(OC)c(NC(=O)CS(=O)(=O)Cc2ccccc2)c1 | -4 |
